esBAF inh: SWI/SNF esBAF complex inhibition; mouse ES cells, Bmi1-luciferase knock-in reporter, 24 h; 100% = twice the neutral-well signal; reporter increase, % at 12.5 µM; 350,000 compounds, 2% hits; in the data active = activation above about 40%; inconclusive = no clear call, values can overlap the other calls;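 also: 0% = median of the plate's neutral control wells and 100% = double that signal; a rise in the Bmi1 reporter signal indicates esBAF inhibition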
RAD54 branch: inhibitors of human RAD54 branch migration | Q92698 | RAD54 Holliday junction branch migration, FAM/BHQ fluorescence | inhibition, % at 10.4 µM | AID 602329 | 360,000 compounds, 0.14% hits;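 active = mean normalized replicate activity at least 40 and at least half of replicates scoring 40 or more; inconclusive = only one of the two criteria met; inactive = mean below 40 and under half of replicates reaching 40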;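 also: 0% = median of neutral control wells and 100% = median of positive control wells; inhibitors cause a drop in the FAM fluorescence signal; in these data hits start at about 50%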
RAD52 inh: inhibitors of human RAD52 DNA annealing; inhibition, % at 18.7 µM; 360,000 compounds, 0.46% hits; P43351; recombinant RAD52 DNA annealing, FRET fluorescence;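 active = every replicate showing at least 50% inhibition; inconclusive = mean inhibition at least 50% but not in every replicate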
ERp5 inh: blocks human ERp5 reductase activity on insulin | Q15084 | ERp5 insulin aggregation, absorbance 650 nm, 90 min | inhibition, % at 9.99 µM | 350,000 compounds, 0.05% hits | AID 651711;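 active = mean replicate inhibition above about 25%, with every replicate also reaching it, limit read from the data, passing the limit was not always enough; inconclusive = only one of those two criteria met; inactive = neither criterion met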
XiGFP reactiv: X-chromosome reactivation activator. XiGFP mouse fibroblasts, % GFP-positive cells imaging, 3 d; cells co-treated with 5-aza-dC sensitizer; scaled so ellipticine positive control = 100%. activation, % at 7.58 µM. 360,000 compounds, 0.055% hits;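 active = mean normalized replicate activation at least 10% and every replicate at or above 10%; inconclusive = only one of the two criteria met; inactive = mean below 10% and not all replicates reach 10%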;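 also: 0% = median of on-plate neutral control wells and 100% = ellipticine 6 µM median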
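Material: XiGFP fibroblasts, SV40-immortalized; Buffer or medium: DMEM containing 5-aza-dC; Compound dosing: single point; Times: 3 days compound exposure.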
ERAP1 inh: ERAP1 (human) enzyme inhibition; AID 652197; 340,000 compounds, 0.15% hits; recombinant ERAP1, Leu-AMC fluorescence, 60 min; Q9NZ08; inhibition, % at 10.7 µM;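 active = mean replicate inhibition of at least 30%, or all replicates individually reaching that 30% level; inactive = mean below 30% and not every replicate reaching it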;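 also: 0% = neutral control wells and 100% = L-leucinethiol positive control wells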
Target sequence (Q9NZ08 whole entry, looked up): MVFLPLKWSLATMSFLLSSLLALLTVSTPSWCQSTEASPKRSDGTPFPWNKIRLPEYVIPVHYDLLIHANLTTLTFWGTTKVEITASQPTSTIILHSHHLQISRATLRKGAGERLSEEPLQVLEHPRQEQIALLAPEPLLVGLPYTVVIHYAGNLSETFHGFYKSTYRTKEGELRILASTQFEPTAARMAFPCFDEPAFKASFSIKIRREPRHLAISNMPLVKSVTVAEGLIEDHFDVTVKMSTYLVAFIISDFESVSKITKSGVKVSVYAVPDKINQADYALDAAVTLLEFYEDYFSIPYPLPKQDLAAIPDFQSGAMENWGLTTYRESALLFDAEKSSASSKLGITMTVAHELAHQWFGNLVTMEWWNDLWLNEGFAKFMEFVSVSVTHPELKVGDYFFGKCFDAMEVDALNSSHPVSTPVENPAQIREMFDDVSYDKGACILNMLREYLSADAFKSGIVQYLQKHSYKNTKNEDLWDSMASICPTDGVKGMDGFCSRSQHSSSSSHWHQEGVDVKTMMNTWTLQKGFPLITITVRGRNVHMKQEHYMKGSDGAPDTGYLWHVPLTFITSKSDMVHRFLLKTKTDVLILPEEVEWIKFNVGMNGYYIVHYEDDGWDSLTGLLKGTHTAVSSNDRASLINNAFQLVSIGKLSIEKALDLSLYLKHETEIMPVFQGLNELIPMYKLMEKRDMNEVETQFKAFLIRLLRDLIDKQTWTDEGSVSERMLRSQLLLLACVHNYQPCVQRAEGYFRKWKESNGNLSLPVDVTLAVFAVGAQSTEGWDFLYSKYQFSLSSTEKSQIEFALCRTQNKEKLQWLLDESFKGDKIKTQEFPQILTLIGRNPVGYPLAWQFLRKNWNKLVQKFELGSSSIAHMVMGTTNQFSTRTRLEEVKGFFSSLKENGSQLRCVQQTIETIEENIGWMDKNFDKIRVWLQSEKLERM
S100A4 MyoIIA: S100A4-myosin IIA interaction inhibition. inhibition, % at 10.7 µM. AID 652163. P26447. 360,000 compounds, 0.14% hits. S100A4/TAMRA-MyoIIA peptide fluorescence polarization;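 active = mean inhibition of at least 70% across replicates, with every replicate also reaching that level; inconclusive = mean inhibition reaches 70% but some replicates fall short; inactive = mean inhibition below 70%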
Target sequence (P26447 whole entry, looked up): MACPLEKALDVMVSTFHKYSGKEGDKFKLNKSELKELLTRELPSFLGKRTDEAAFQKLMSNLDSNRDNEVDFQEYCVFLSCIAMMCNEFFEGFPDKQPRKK
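incubation = readout 5 min after mixing, signal stable up to 60 min | system = S100A4 monomer protein | buffer or medium = HEPES pH 7.2 with CaCl2, KCl, NaCl, DTT, Triton | benchmarks = neutral control DMSO, positive control TFP | also added = fluorescent myosin IIA peptide, 5 nM | compound dosing = one concentration per compound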
E-sel inducer: E-selectin induction on HUVECs. AID 686992. 260,000 compounds, 0.37% hits. HUVEC E-selectin immunofluorescence imaging; normalized: neutral wells 0, TNF-alpha wells 100. activation, % at 7.58 µM;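 active = mean E-selectin-positive cell signal at least 10% of the positive control, reached in at least 60% of replicates, without over 20% cell loss; inconclusive = no rule given, readout overlaps actives, possibly toxicity-flagged; inactive = the rest, including those meeting only one limit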;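 also: in these data hits start at about 27%; measured in HUVEC primary endothelial cells; signal is the percent of cells scored E-selectin positive by PE staining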
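assay system = HUVEC, human umbilical vein endothelial cells | input = 3,000 HUVEC seeded per well | medium = EGM-2 growth medium on 0.1% gelatin-coated wells | dosing = one compound dose added by pin transfer | signal = immunofluorescence imaging | read-out basis = % PE-positive cells | control set = TNF-alpha, DMSO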
An asterisk follows results filed as active; ? = inconclusive; / = not tested or not shown.

SMILES | esBAF inh | RAD54 branch | RAD52 inh | ERp5 inh | XiGFP reactiv | ERAP1 inh | S100A4 MyoIIA | E-sel inducer
Nc1nncn1C(=O)c1ccccc1Cl | -4 | -11 | 4 | 2 | / | -4 | -39 | /
O=C(Nc1ccccc1)c1ccc(OC(=O)c2ccccc2)cc1 | 38 | 2 | 2 | 1 | 0.3 | / | -1 | 0.0
CCCc1nc(SC2CCCC2)c2c(=O)n(C)c(=O)n(C)c2n1 | -3 | 2 | 3 | -1 | 0.0 | 1 | 4 | -0.5
COc1ccc(/C=N/NC(=O)c2[nH]c3ccc(C)cc3c2-c2ccccc2)c(C(=O)O)c1OC | 1 | -6 | -5 | 2 | 0.0 | 6 | -5 | 0.1
C[C@H](CO)N1C[C@H](C)[C@@H](CN(C)Cc2ccccc2)Oc2ccc(NC(=O)Nc3cccc4ccccc34)cc2CC1=O | 3 | -16 | 35 | -3 | -0.2 | 1 | 4 | 1.5
CCCn1nnnc1NCc1ccc(Cl)cc1Cl | -3 | 2 | -8 | 2 | -0.3 | 6 | -1 | 0.7
Cc1ccc(S(=O)(=O)n2cccc2C)cc1 | / | -10 | -8 | 3 | 0.0 | 2 | -2 | -0.1
Cc1ccc(C(=O)OCC(=O)NNC(=O)c2cccs2)c(O)c1 | 4 | -6 | -2 | -7 | 0.3 | -2 | -12 | -1.7
C[C@H](CO)N1C[C@H](C)[C@H](CN(C)C(=O)Nc2ccc(C(F)(F)F)cc2)Oc2c(NC(=O)CCCCCC(=O)Nc3ccccc3N)cccc2C1=O | / | / | 7 | 2 | 0.1 | -1 | 14 | /
COc1ccc(C(=O)OCC(=O)NC(=O)NC2CCCC2)c(O)c1 | / | / | -26 | 3 | 0.0 | -2 | 0 | 11
O=C(c1ccccn1)N1C[C@@H]2[C@H](c3ccccc31)[C@H](CO)N2CC1CCCC1 | -5 | -18 | -18 | 3 | 0.1 | 1 | 11 | -0.4
Cc1cc(NC(=O)CSc2nc(N)c(NC(=O)c3ccc(F)c(F)c3)c(=O)[nH]2)no1 | 0 | 3 | -6 | 1 | 0.2 | 4 | -2 | 0.0
Cc1ccc(NCCC#N)cc1C | -12 | -8 | 0 | 6 | 0.1 | 3 | -5 | /
CN(c1ccccc1)S(=O)(=O)c1cccc(NC(=O)c2ccc3ncsc3c2)c1 | 5 | -2 | -18 | 2 | 0.0 | -3 | -3 | /
Cc1[nH]c2ccccc2c1C(=O)CSc1nc2ccccc2c(=O)n1-c1ccccc1F | / | / | -25 | -9 | 0.0 | -2 | 6 | -0.8
COc1ccc2c(CC(=O)N[C@@H](Cc3ccccc3)C(=O)O)cc(=O)oc2c1 | -6 | -2 | -10 | 2 | -0.1 | -3 | -1 | 1.0
COc1ccc(C(=O)N2CCOC2CNC(=O)C(=O)NCCc2ccccc2OC)cc1 (centres undefined) | 3 | 2 | -12 | -1 | -0.1 | 1 | -1 | -0.1
CCCn1c(N)c(N(CCOC)C(=O)CSCC(=O)Nc2cccc(C)c2)c(=O)[nH]c1=O | / | / | -11 | 4 | 0.2 | 0 | ? | -0.4
O=C(c1cc2ccccc2oc1=O)N1CCN(S(=O)(=O)c2ccccc2)CC1 | / | -11 | -11 | -23 | 0.2 | 3 | -8 | /
COc1ccc(S(=O)(=O)N2CCN(C(=O)CC3CC4CCC3C4)CC2)cc1 (centres undefined) | -2 | -7 | -2 | -3 | 0.3 | -3 | -5 | 0.4
O=C(CSc1ccc(Br)cc1)N1CCN(S(=O)(=O)c2ccccc2)CC1 | -3 | 1 | -9 | 2 | -0.1 | 3 | -8 | -0.1
Cc1cc(C)cc(NC(=O)c2ccc(NC3=NC4CS(=O)(=O)CC4S3)cc2)c1 (centres undefined) | 1 | -10 | -3 | 1 | -0.1 | 9 | -1 | 0.0
COc1cccc(N2CCN(S(=O)(=O)c3cc4c(cc3C)N(C)CCO4)CC2)c1 | 4 | 18 | -2 | -3 | 0.4 | 2 | -1 | /
CN1CCN(C(=O)C[C@H]2C[C@@H]3c4cc(NC(=O)C5CCC5)ccc4O[C@@H]3[C@H](CO)O2)CC1 | 3 | 10 | -1 | -1 | 0.2 | -1 | -5 | 0.8
COc1ccccc1CN(C)CC(=O)Nc1cccc(S(=O)(=O)N2CCCCC2)c1 | 18 | 8 | -7 | 0 | -0.1 | -4 | -2 | 2.4

New compounds follow
SMILES | esBAF inh | RAD54 branch | RAD52 inh | ERp5 inh | XiGFP reactiv | ERAP1 inh | S100A4 MyoIIA | E-sel inducer
CCN1CCN(CC(=O)Nc2ccc(Cl)c(Cl)c2)C(=O)C1=O | -14 | 0 | 0 | -1 | 0.3 | -1 | -4 | 1.7
Cc1ccc(S(=O)(=O)N2C3CCCCC3O[C@H]2CC(=O)Oc2ccccc2)cc1 (some centres undefined) | / | / | -8 | 2 | / | -1 | -10 | 3.8
COc1cccc(CNC(=O)CCC(=O)n2ncc3cc(C)ccc32)c1OC | -3 | 5 | -8 | 5 | 0.0 | 5 | -8 | 0.0
CNS(=O)(=O)c1cc(-c2nnc(N3CCOCC3)c3ccccc23)ccc1C | 0 | -1 | -37 | 0 | 0.0 | / | -1 | /
Cc1nc(N2CCCCC2)c(C#N)c(C)c1[N+](=O)[O-] | / | / | 11 | 4 | 0.0 | -2 | 1 | 1.3
NS(=O)(=O)c1ccc(CCNC(=O)c2cc(-c3ccco3)nc3ccccc23)cc1 | 3 | 9 | -44 | -3 | -0.1 | -4 | -8 | /
CC(=O)c1cccc(NC(=O)CSC(=O)c2ccccc2)c1 | -5 | 3 | -9 | -7 | 0.1 | -2 | -7 | 0.0
Cc1cccn2c(CN3CCNC(=O)CC3)c(C(=O)N(C)CCc3ccccc3)nc12 | / | / | -2 | -1 | 0.1 | 3 | 0 | 2.2
C[C@@H]1CN([C@@H](C)CO)C(=O)c2cccc(NC(=O)c3ccncc3)c2O[C@@H]1CN(C)C(=O)Nc1ccc(C(F)(F)F)cc1 | -1 | -12 | -2 | 1 | 0.3 | -1 | 2 | 2.1
O=C(CC1SC(N2CCOCC2)=NC1=O)Nc1ccc(Cl)cc1 (centres undefined) | -8 | 2 | -8 | 9 | 0.0 | 7 | -4 | /
CCOC(=O)C1(Cc2cccc(OC)c2)CCCN(C(=O)c2cc(C)on2)C1 (centres undefined) | 48* | -7 | -5 | -7 | 0.3 | 2 | 2 | -0.3
O=C(C[n+]1ccc(C(=O)NCc2ccccc2)cc1)c1ccc2c(c1)OCCO2 | / | / | -13 | -1 | 0.0 | 0 | 0 | 0.3
Cc1ccc(NC(=O)C(C)SCC(=O)Nc2ccc(F)cc2)cc1S(=O)(=O)N1CCOCC1 (centres undefined) | / | / | 1 | -2 | 0.0 | -2 | -2 | -0.2
CCC(=O)Nc1ccc2c(c1)OC[C@@H](C)N(CC1CCOCC1)C[C@@H](C)[C@H](OC)CN(C)C2=O | -3 | -9 | 8 | 4 | -0.4 | -2 | -4 | -0.2
NC(=O)NC1CCCc2c1[nH]c1ccc(Cl)cc21 (centres undefined) | -10 | 0 | 3 | 2 | 0.4 | 4 | -2 | 0.2
Cc1ccc(NC(=O)c2cc(C)nc3ccccc23)c(Br)c1 | 0 | 4 | -51 | 4 | -0.1 | -2 | -3 | /
COc1cccc(CNC(=O)COC(=O)c2ccc(C(=O)c3ccccc3)cc2)c1 | -4 | 6 | -4 | 6 | 0.0 | 1 | 31 | 0.2
COc1ccc(S(=O)(=O)N2CCCCC2c2cc(C(=O)Nc3ccc(F)c(Cl)c3)no2)cc1 (centres undefined) | 5 | 6 | -16 | -1 | 0.1 | 4 | 1 | 0.3
COc1ccc(-c2cccc(-c3nc(C(=O)NCC(F)(F)F)cc4c3[C@@H](CCO)N([S@](=O)C(C)(C)C)C4)c2)cc1 | -3 | 4 | -2 | 1 | 0.0 | -3 | -5 | 0.1
CO[C@H]1CN(C)C(=O)c2ccc(NC(=O)Nc3cc(F)ccc3F)cc2OC[C@@H](C)N(C(=O)c2cnccn2)C[C@@H]1C | 1 | 8 | 11 | -1 | 0.2 | 0 | -3 | 0.0
CCCCCCCCN1C(=O)[C@H](CC(=O)NCCCC)C[C@@]2(C(=O)OC)CC(C)(C)CC=C12 | / | / | -9 | -1 | 0.0 | -5 | 4 | -0.1
COc1cccc(S(=O)(=O)Nc2ccc3c(c2)[C@H]2C[C@H](CC(=O)N4CCCCC4)O[C@@H](CO)[C@H]2O3)c1 | 1 | 6 | -1 | -1 | 0.3 | 0 | 17 | -0.3
COCOc1ccc(C=O)c(OCOC)c1 | 5 | -3 | -10 | 4 | / | / | -3 | /
CCN(CC)S(=O)(=O)c1ccc(NC(=O)c2cc(C(=O)OC)cc([N+](=O)[O-])c2)cc1 | / | / | -10 | -4 | -0.1 | 7 | 0 | /
C[C@@H]1CN([C@H](C)CO)C(=O)c2cc(C#CCN(C)C)cnc2O[C@H]1CN(C)C(=O)Nc1cccc(F)c1 | -4 | -11 | 7 | 1 | 0.0 | 1 | -4 | -0.1

In the list so far, these have a cyano group.
SMILES | esBAF inh | RAD54 branch | RAD52 inh | ERp5 inh | XiGFP reactiv | ERAP1 inh | S100A4 MyoIIA | E-sel inducer
Cc1ccc(NCCC#N)cc1C | -12 | -8 | 0 | 6 | 0.1 | 3 | -5 | /
Cc1nc(N2CCCCC2)c(C#N)c(C)c1[N+](=O)[O-] | / | / | 11 | 4 | 0.0 | -2 | 1 | 1.3

(more compounds)
SMILES | esBAF inh | RAD54 branch | RAD52 inh | ERp5 inh | XiGFP reactiv | ERAP1 inh | S100A4 MyoIIA | E-sel inducer
CC(C)NC(=O)N[C@@H]1CC[C@H](CCNS(=O)(=O)c2ccc(F)cc2)O[C@H]1CO | 0 | -12 | 1 | 2 | -0.2 | -1 | 8 | -0.1
O=C(O)c1cscc1-c1cccc2ccccc12 | -8 | 11 | -29 | 1 | 0.3 | -7 | -1 | 0.4
C=CCNC(=S)N/N=C/c1ccc(-c2ccc(Cl)cc2Cl)o1 | -3 | -8 | -15 | 4 | -0.2 | 0 | -1 | /
NC(=O)C1CCN(C(=O)COCc2cc(-c3ccc4c(c3)OCO4)on2)CC1 | 3 | -7 | -5 | 3 | 0.3 | 3 | -1 | /
COc1cccc(C#Cc2ccc([C@@H]3[C@H]4CN(C(=O)Cc5ccccc5)CC(=O)N4[C@H]3CO)cc2)c1 | / | / | -28 | 2 | 0.1 | / | -3 | -0.5
Cc1cc(C)cc(C(=O)N2CCCCC2)c1 | 2 | 5 | -7 | -3 | 0.1 | -1 | 1 | -0.1
C[C@H]1CCCCO[C@H](CN(C)C(=O)Cc2ccccc2)[C@@H](C)CN([C@@H](C)CO)C(=O)c2cc(NC(=O)Cc3ccccc3)ccc2O1 | -4 | 4 | -1 | -4 | 0.5 | -4 | 14 | -0.2
Cc1cc(C(=O)N(C)CC(=O)Nc2ccc(F)c(F)c2F)no1 | -2 | 10 | -4 | 1 | 0.0 | 0 | 5 | -0.6
CCCNC(=O)N1[C@H](CO)[C@@H]2c3ccccc3N(C(=O)C3CC3)C[C@@H]21 | 3 | -5 | -11 | 4 | 0.0 | -2 | -8 | -0.1
CCC(=O)N[C@@H]1C=C[C@H](CC(=O)NCc2ccccc2F)O[C@H]1CO | 5 | 5 | 8 | -4 | -0.3 | 3 | -4 | -0.1
